High-throughput results from PubChem.
hcDAF12 agonist: H. contortus DAF-12 activation, primary screen; HEK293 hcDAF-12 lit1-tk-luc reporter, luminescence; 0% DMSO, 100% Δ7-dafachronic acid; activation, % at 6.8 µM; actives 1.4% (n = 370,000); AID 652067;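 active = activation above the mean of all tested compounds plus 3 SD, cut at about 5.5% in these data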;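 note: 100% = response to 3 µM Δ7-dafachronic acid high control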
hgDAF12 agonist: hgDAF-12 agonism, primary luciferase screen; HEK293 GAL4-hgDAF12 UAS-luciferase reporter, agonist luminescence; normalized to butyrate control; activation, % at 6.8 µM; actives 1.8% (n = 370,000); AID 687014;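 active = activation above a cutoff set at the mean of all screened compounds plus 3 SD, cut at about 10% in these data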;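 note: 0% = DMSO wells and 100% = sodium butyrate wells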
PLC-gamma1 inh: PLC-gamma1 (human) inhibition, primary screen | inhibition, % at 12.2 µM | purified PLC-gamma1, fluorogenic substrate, fluorescence | actives 0.84% (n = 370,000) | P19174; in the data active = inhibition above about 9.5%
SMARCA2 activ: activators of SMARCA2 function | MG213 cells, MMTV-luciferase reporter, dexamethasone, overnight | activation, % at 9.1 µM | actives 1% (n = 370,000); in the data active = activation above about 7.8%;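 note: 0% = vehicle wells and 100% = reference activator wells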
ADAM17 inh: ADAM17 inhibition, QFRET primary screen | recombinant ADAM17, EDANS/DABCYL FRET peptide cleavage | inhibition, % at 6.95 µM | actives 0.83% (n = 370,000) | AID 720648;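 active = inhibition above the mean of compounds lying between control limits plus 3 SD, set per campaign, cut at about 8.5% in these data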;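 note: 0% = DMSO-only wells as the low control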
MBD2 DNA inh: blocks human MBD2 binding to methylated DNA; Q9UBB5; TR-FRET, MBD2 binding to methylated oligonucleotide; inhibition, % at 4.4 µM; actives 0.31% (n = 370,000); in the data active = inhibition above about 13%
PLC-beta3 inh: inhibitors of human phospholipase C beta3 | actives 0.18% (n = 370,000) | inhibition, % at 12.2 µM | AID 720704 | Q01970 | Purified PLC-beta3, fluorogenic substrate, fluorescence; in the data active = inhibition above about 11%;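 note: 0% = median of compound wells on plate and 100% = full blocker control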
Rev-erbA mod: Rev-erb alpha (human) modulation | AID 1259318 | activity, % at 10 µM | actives 0.79% (n = 370,000) | Rev-erbα–FITC-DNA binding, fluorescence polarization, 90 min | P20393;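 active = activity above about 14%, limit read from the data; passing the limit was not always enough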;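 note: 0% = DMSO wells with 35 nM protein and 100% = DMSO wells with 750 nM protein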
ssDAF12 agonist: activates DAF-12 receptor from parasite S. stercoralis; HEK293 ssDAF-12/GRIP1 lit1-tk-luc reporter, luminescence; % of 3 µM dafachronic acid response; activation, % at 6.8 µM; actives 1% (n = 370,000); AID 652126;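 active = activation above the mean over all tested compounds plus 3 SD, cut at about 0.9% in these data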;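 note: 0% = DMSO-only wells and 100% = 3 µM delta7-dafachronic acid wells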
DAX1 inh-1: DAX1 (NR0B1) inhibition, primary screen; HEK293T StAR-luciferase reporter, SF-1/DAX-1 repression relief; inhibition, % at 6.8 µM; actives 1.1% (n = 370,000); AID 652010;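 active = inhibition above the mean over all tested compounds plus 3 SD, cut at about 3.6% in these data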;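 note: 0% = DAX-1 cells with DMSO and 100% = cells lacking DAX-1 with DMSO; higher inhibition means more luminescence from relief of DAX-1 repression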
DAX1 inh-2: NR0B1 (DAX1) inhibition. P51843. actives 0.99% (n = 340,000). AID 504766. inhibition, % at 6.75 µM. HEK293 Gal4-DAX1 luciferase reporter, luminescence;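 active = inhibition above the mean over all tested compounds plus 3 SD, cut at about 4.2% in these data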;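 note: 0% = DAX1-transfected cells with DMSO and 100% = empty-vector control cells with DMSO; inhibition shows as a rise in luminescence from relieved DAX1 repression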
An asterisk follows results filed as active; nt = not tested or not shown; & = joins results of further samples.

SMILES	hcDAF12 agonist	hgDAF12 agonist	PLC-gamma1 inh	SMARCA2 activ	ADAM17 inh	MBD2 DNA inh	PLC-beta3 inh	Rev-erbA mod	ssDAF12 agonist	DAX1 inh-1	DAX1 inh-2
CC(C)(C)NS(=O)(=O)c1ccc(NC(=O)C2CC(=O)N(CCc3ccc(F)cc3)C2)cc1 (centres undefined)	-1.4	1.1	-0.6	-1.7	-1.6	-1.9	-6.4	0.6	-0.9	-0.1	0.9
CCCn1nc(C(=O)NCC(C)(C)N2CCOCC2)c2ccccc2c1=O	0.4	1.8	9.7*	0.2	0.0	-6.6	8.6	7.3	-1.2	0.3	-0.3
Cc1c(N=C/C=C2/N(C)c3ccccc3C2(C)C)c(=O)n(-c2ccccc2)n1C	-1.7&-0.2	-1.6&-0.1	-7.9&-7.2	-0.7&0.0	-6.7&-3.9	-2.2&-8.8	-15.4&-11.3	-5.0&5.6	-0.8&-1.1	-0.9&0.2	-0.1&0.8
O=C(c1c(Cl)nc2sccn12)N(C(=O)c1c(Cl)nc2sccn12)c1ccc(Cl)cn1	7.9*	8.5	-63.0	2.9	-21.8	-1.1	-93.9	-0.3	1.2*	5.4*	1.9
Cc1ccc2c([N+](=O)[O-])cccc2n1	2.3	-0.7	1.7	-3.0	-0.5	-4.1	1.9	-0.3	-1.3	-0.1	-0.5
Cc1cc(Cl)c(OCCn2ccnc2)c(Br)c1	-1.0	-2.4	0.8	-1.3	-7.3	4.7	-4.4	2.1	-1.6	0.4	0.2
Cc1ccc(CS(=O)Cc2ccc(C(=O)NCC(C)c3ccccc3)o2)cc1 (centres undefined)	-0.7	-1.4	1.5	-0.8	-3.5	2.5	-5.4	-2.5	0.1	-0.1	-0.5
O=C(/C=C/NCc1cccnc1)c1ccc(Br)cc1	-1.1	-0.3	-10.9	1.3	-1.6	6.4	-16.9	3.5	-1.9	0.0	1.3
N#C/C(=C\c1ccccc1C(F)(F)F)C(=O)Nc1ccccc1	-2.1	0.2	2.0	-1.7	0.8	-7.5	1.6	-2.0	-1.1	0.2	1.8
C[C@@H]1ON(C)[C@H]2C[C@H]3c4[nH]c5c(-c6ccc(Cl)cc6)cccc5c4CCN3C(=O)[C@@H]12	2.2	-0.1	-5.9	-1.9	-6.2	-0.9	-7.9	-0.6	-1.0	-0.5	nt
Cn1c(=O)c2c(SCC(=O)Nc3nccs3)nc(C3CC3)nc2n(C)c1=O	-0.1	-0.4	0.6	-0.2	-0.6	-3.6	-5.2	0.1	-1.5	-0.1	2.5
Cc1cccc(NC(=O)CN2CCN(C(=O)C3CCC3)CC2)c1C	-0.4	-4.1	-3.9	-1.2	-1.1	-5.0	-3.0	-2.8	-1.7	1.2	0.3
C/C(=N\NC(=O)c1ccccc1C)c1ccc(N2CCOCC2)cc1	0.8	1.1	5.5	-0.8	3.5	-2.8	-0.3	5.4	0.7	0.6	2.9
Cc1sc2ncnc(Sc3nnnn3-c3ccc(Cl)cc3)c2c1C	0.0	0.1	-6.8	-3.7	-13.7	1.7	-4.8	5.3	-0.9	0.7	0.6
Oc1c(Br)cc(Br)cc1C=Nc1cccnc1	0.1	-0.1	-9.4	-3.2	-5.6	1.4	-15.3	2.6	-0.7	0.0	-0.2
CCC(c1nnnn1C1CCCC1)N1CCN(C(=O)c2ccco2)CC1 (centres undefined)	-1.2	0.9	2.7	-0.7	-3.6	-1.6	2.8	0.8	-1.0	-0.5	0.2
CCc1ccc(/C=N/Nc2nn[nH]n2)cc1	-1.5	5.6	-2.1	-2.7	-4.7	0.1	-1.0	-2.5	-0.9	-0.8	-0.5
CCC1CCCCN1S(=O)(=O)c1ccc(NC(=O)c2snnc2C)cc1 (centres undefined)	-2.9	-3.9	2.8	-3.4	-0.8	3.2	-6.3	3.2	-1.4	-0.7	0.1
NC(=O)C1CCC(NC(=O)OCc2ccccc2)CC1 (centres undefined)	-0.5	0.4	1.1	2.4	0.3	0.4	2.5	-6.5	-1.3	0.1	1.7
CC1CCCCC1NC(=O)c1cccc(S(=O)(=O)N2CCN(Cc3ccccc3)CC2)c1 (centres undefined)	-1.5	-2.6	-2.2	-2.8	2.0	-4.4	-1.9	2.8	-1.1	-2.6	-0.5
COC(=O)c1ccc(Cn2nc(-c3cc(C)ccc3C)ccc2=O)cc1	-1.3	-4.1	0.2	-0.1	0.0	-5.6	-7.1	4.0	-1.1	0.0	0.9
Cc1ccc(OCC(O)Cn2c(N3CCOCC3)nc3c2c(=O)[nH]c(=O)n3C)cc1 (centres undefined)	-1.2	-0.5	-1.2	-0.3	-1.5	-5.3	2.1	-0.2	-1.7	0.0	1.9
Cc1cccc(CN(C)C[C@@H]2OCc3cnnn3CCCC(=O)N([C@@H](C)CO)C[C@H]2C)c1	-0.3	-3.9	2.4	-2.6	-4.8	2.9	0.2	5.4	-1.2	0.5	2.2
Cc1ccc(C)c(S(=O)(=O)N2C(=S)NC(=O)C2CC(C)C)c1 (centres undefined)	-1.1	1.3	-4.9	-0.9	-1.0	-5.0	-5.7	nt	-1.2	0.0	0.6
NC(=O)[C@@H]1CCCN1Cc1nc(-c2ccc(C(F)(F)F)cc2)no1	-1.5	-3.3	0.0	-3.9	1.2	-2.7	3.1	4.8	-1.9	-0.7	-1.6
CCOC(=O)C1=C(C)N[C@@]2(O)c3ccccc3C(=O)[C@@]12O	-2.6	-2.9	0.5	-0.8	-4.3	-2.3	1.7	1.5	-0.6	-0.7	-0.9
O=C(O)CCCC(=O)Nc1ccc(S(=O)(=O)Nc2nccs2)cc1	-1.8	-0.6	2.0	-0.6	-1.6	1.7	-4.5	-4.5	-0.9	0.4	2.9
C[C@@H](NC(=O)c1[nH]cnc1C(=O)Nc1ccccc1F)c1ccccc1	-0.4	1.7	2.6	-5.0	4.9	0.6	-0.4	-9.2	-1.0	-1.4	-0.6
O=S(=O)(c1ccc(Cl)cc1)N1CN(CC2CCCO2)c2nc3ccccc3nc21 (centres undefined)	-0.1	-1.8	-21.2	-0.8	-43.2	-0.2	-42.0	4.5	-0.8	0.0	-0.3
COc1ccc(NC(=S)N2CCCCCC2)cc1OC	-0.5	0.0	5.2	-4.2	-0.4	-0.5	1.1	-7.0	-0.6	0.1	-1.8

Pulled by compound from the entries so far:
SMILES	hcDAF12 agonist	hgDAF12 agonist	PLC-gamma1 inh	SMARCA2 activ	ADAM17 inh	MBD2 DNA inh	PLC-beta3 inh	Rev-erbA mod	ssDAF12 agonist	DAX1 inh-1	DAX1 inh-2
Cc1cccc(NC(=O)CN2CCN(C(=O)C3CCC3)CC2)c1C	-0.4	-4.1	-3.9	-1.2	-1.1	-5.0	-3.0	-2.8	-1.7	1.2	0.3
CC1CCCCC1NC(=O)c1cccc(S(=O)(=O)N2CCN(Cc3ccccc3)CC2)c1 (centres undefined)	-1.5	-2.6	-2.2	-2.8	2.0	-4.4	-1.9	2.8	-1.1	-2.6	-0.5

Later entries.
SMILES	hcDAF12 agonist	hgDAF12 agonist	PLC-gamma1 inh	SMARCA2 activ	ADAM17 inh	MBD2 DNA inh	PLC-beta3 inh	Rev-erbA mod	ssDAF12 agonist	DAX1 inh-1	DAX1 inh-2
CCOc1ccc(NC(=O)CN(C)C(=O)c2cccnc2SC)cc1OCC	1.6	-2.0	-1.9	-2.7	-5.4	2.8	-9.8	-1.6	-1.1	-0.8	-0.2
O=C1[C@@H]2Cc3c([nH]c4ccccc34)C(c3cccc([N+](=O)[O-])c3)N2C(=O)CN1CCCO (some centres undefined)	5.4	2.5	-0.8	1.7	-3.2	-4.5	0.6	-1.9	0.6	-0.1	0.8
Cn1c(=O)c2c(nc(NCc3cccnc3)n2Cc2ccccc2Cl)n(C)c1=O	-1.4	-1.9	-0.8	-4.5	-2.5	4.7	-1.6	2.7	-1.5	0.1	2.4
COc1ccc(C2c3ccc(O)cc3Oc3ncn4nc(-c5ccccn5)nc4c32)cc1OC (centres undefined)	-3.9	-0.3	-5.2	1.9	-0.9	-0.3	-14.0	-3.2	-1.5	0.0	-1.3
C=CCOc1ccc(/C=N/NC(=O)C(=O)N2CCCCCC2)cc1OC	0.4	1.3	-4.3	-0.3	-3.1	-1.3	-9.2	-1.2	-1.3	-0.1	-1.4
O=C(COc1ccc(Cl)cc1[N+](=O)[O-])N/N=C/c1cccs1	-1.4	-1.5	3.0	7.1	0.0	-1.4	-2.1	1.7	-1.9	0.2	1.6
CC1CCC(NC(=O)c2cccc(S(=O)(=O)N3CCN(c4ccc(F)cc4)CC3)c2)CC1 (centres undefined)	0.1	0.1	1.2	0.2	-3.5	-5.1	3.6	1.4	-0.6	-1.3	1.1
Cc1ccc(-n2c(=O)c3ccc(C(=O)NCc4ccco4)cc3n(Cc3ccccc3C#N)c2=O)cc1	-1.3	1.6	-0.3	-1.7	4.2	1.3	1.1	-3.7	-0.5	-0.2	-0.2
CCCCCC(O)(c1ccc(OCC)cc1)C(CN1CCOCC1)c1ccccc1 (centres undefined)	-1.5	2.9	0.3	-1.8	-0.4	-0.6	-2.7	2.0	-1.3	-0.1	0.0
CCN(CC)S(=O)(=O)c1ccc(C(=O)OCC(=O)c2ccc3c(c2)NC(=O)CO3)cc1	0.2	-0.1	1.0	-3.2	1.6	4.1	0.1	8.6	-1.2	0.3	-0.1
Clc1ccc(-c2nnc3ccccn23)cc1	-0.7	1.7	-4.5	0.2	1.4	1.5	-0.5	-0.4	-0.9	-0.8	-1.1
CCCCC(C(=O)O)C(C)CC(=O)Nc1nccs1 (centres undefined)	-1.2	-0.4	1.2	-3.0	-5.0	5.5	-10.6	-4.6	-1.2	-0.1	2.3
O=C(CN1C(=O)NC2(CCc3ccccc32)C1=O)c1c[nH]c2ccccc12 (centres undefined)	4.0	2.1	-5.3	-0.1	-1.3	2.5	-15.4	-3.5	0.4	1.9	-1.3
Cc1c(NC(=O)c2cccnc2C(=O)O)cccc1C(=O)O	-2.0	-0.4	-1.1	-1.9	-1.7	7.7	-4.8	-2.1	-1.1	0.2	-0.3
CC(=O)N(c1ccccc1)c1nc(/C=C/C(=O)Nc2c(C)cc(C)cc2C)cs1	-3.7	-4.0	2.5	-0.9	2.7	-1.8	1.7	-0.1	-1.1	-0.5	-0.2
COC(=O)c1sccc1NC(=O)C1CC1	-0.9	-0.6	2.1	-2.0	-4.5	-0.5	-6.2	5.3	-0.9	0.0	0.4
Cc1nnc(N(Cc2ccco2)C(=O)c2ccno2)s1	-0.8	-2.6	1.4	2.3	-1.2	0.6	0.0	2.5	-0.3	-0.3	0.8
COc1ccc(CC(=O)NCc2nc(-c3ccccc3)no2)cc1	-0.4	-2.2	0.7	1.2	-4.1	-1.8	-5.0	4.0	-1.7	0.0	0.7
Cc1cccc(N=C(NO)c2nonc2N)c1	-1.1	-1.1	4.5	-2.0	-1.3	-0.5	2.1	-0.5	-0.9	-0.3	-0.4
OCCNc1nc(-c2ccccc2)nc2c1oc1ccccc12	2.0	0.1	0.2	-1.8	2.6	-3.4	-0.2	-4.7	-0.5	-0.7	-0.1
COc1ccc(NC(=O)CC2C(=O)N(CCc3ccccc3)C(=S)N2Cc2cccnc2)cc1 (centres undefined)	-1.6	-0.1	3.9	1.2	5.9	-2.0	3.9	1.1	-1.9	-1.0	0.6
COc1ccc(-n2ncc3c(N4CCc5ccccc54)ncnc32)cc1	2.2	8.1	-3.6	4.3	-3.9	-5.0	0.2	56.3*	-0.1	1.9	-0.1

Rows were taken by chance (roughly 7.4% active in at least one column).
